Pf growth 96h = Primary qHTS for delayed death inhibitors of the malarial parasite plastid, 96 hour incubation; P. falciparum luciferase reporter growth, 96 h; 320,000 tested, 6.9% active; Potency, µM (top dose mostly 28.7 µM), inactives show at the highest dose activity change, negative = inhibition, most hits filed as inhibitors; AID 504834, 2011; also: potency is read from the fitted curve at half-maximal effect; % is scaled to controls: 0 for no effect and ±100 for the full control effect
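P. falciparum expressing integrated firefly luciferase grown in erythrocytes (2% hematocrit, 0.05% parasitemia final) with compounds for 96 hours at 37 C, 5% CO2. Growth inhibition read as loss of luminescence after adding luciferase detection reagent.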
Shiga toxin inh = A qHTS for Small Molecule Inhibitors of Shiga Toxin. inhibition, % at 38.7 µM. Vero cells, Shiga toxin protein synthesis inhibition reporter. 290,000 tested, 9.2% active; in the data active = inhibition mostly above about 28%, no sharp cut-off; inactive = mostly below about 43%; also: 0% is about no effect
FBPA Giardia inh = qHTS Assay for Inhibitors of Fructose-1,6-bisphosphate Aldolase from Giardia Lamblia | A8B2U2 | 290,000 tested, 0.71% active | Potency, µM (top dose mostly 59.6 µM), for the others: top-dose activity, negative = inhibition, usual class: inhibitors | purified Giardia FBPA; also: potency is read from the fitted curve at half-maximal effect; % is scaled to controls: 0 for no effect and ±100 for the full control effect; nearly all actives have a fitted effect of over 55% in size
Target sequence (A8B2U2 whole entry, looked up): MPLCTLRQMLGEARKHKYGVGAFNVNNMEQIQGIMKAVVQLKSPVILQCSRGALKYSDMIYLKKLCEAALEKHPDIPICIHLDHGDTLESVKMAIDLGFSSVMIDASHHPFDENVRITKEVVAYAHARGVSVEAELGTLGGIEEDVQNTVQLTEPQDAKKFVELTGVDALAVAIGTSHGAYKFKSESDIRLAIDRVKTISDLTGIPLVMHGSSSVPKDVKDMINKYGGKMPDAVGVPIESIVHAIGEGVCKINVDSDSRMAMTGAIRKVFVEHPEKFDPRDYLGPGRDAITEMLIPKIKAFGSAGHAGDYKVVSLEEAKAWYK
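40 nM FBPA preincubated 10 min at RT with compound (up to 57.5 uM final), then substrate plus GAPDH/TPI/NAD/arsenate coupling and diaphorase/resazurin added. Fluorescence read after 20 min at RT, 525/598 nm.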
Sm TGR block = qHTS Assay for the Inhibitors of Schistosoma Mansoni Peroxiredoxins. 360,000 tested, 3% active. Schistosoma mansoni thioredoxin glutathione reductase (TGR), Q962Y6. purified TGR, DTNB reduction, TNB absorbance 405 nm. Potency, µM (titrated, usually from 114 µM), for the others: at the top dose activity change, negative = inhibition, most hits filed as inhibitors. AID 485364, 2010; also: potency is read from the fitted curve at half-maximal effect; % is scaled to controls: 0 for no effect and ±100 for the full control effect; nearly all actives have a fitted effect of over 60% in size
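Kinetic colorimetric format: TGR-catalysed, NADPH-driven DTNB reduction monitored via TNB absorbance. Enzyme dispensed at 20 nM; compound exposure 15 min at room temperature before reaction start.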
Pf growth 48h = Primary qHTS for delayed death inhibitors of the malarial parasite plastid, 48 hour incubation; P. falciparum luciferase growth in erythrocytes, 48 h; Potency, µM (highest dose often 28.7 µM), for the others: at the highest dose activity change, negative = inhibition, hits mostly inhibitors; 310,000 tested, 5.9% active; also: potency is read from the fitted curve at half-maximal effect; % is scaled to controls: 0 for no effect and ±100 for the full control effect
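Compounds are pin-transferred into medium, infected erythrocytes (2% hematocrit, 0.1% parasitemia final) are added, and plates sit one parasite generation at 37 C in 5% CO2. Detection reagent is then added and luminescence measured.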
Cycloheximide cs = Cycloheximide Counterscreen for Small Molecule Inhibitors of Shiga Toxin; 300,000 tested, 12% active; cell reporter, cycloheximide protein synthesis inhibition counterscreen; AID 2314, 2010; max response, %; in the data active = max response mostly above about 13%, no sharp cut-off; inactive = mostly below about 14%; also: read at 38.3 µM for the half of the compounds with a filed dose; 0% is about no effect
Numbers without * were called inactive; ? = inconclusive; / = not tested or not shown; & = joins results of further samples; [ ] = another dose, or the depositor's remark. Unless noted, calls follow the shape of the dose curve; as a rule, active = well fitted curve in the direction sought with a large enough effect; inconclusive = small, poorly fitted or top-dose-only effect, or another doubt; inactive = no such curve, though single readings can be large; an effect the other way counts as inactive or inconclusive.

molecule	Pf growth 96h	Shiga toxin inh	FBPA Giardia inh	Sm TGR block	Pf growth 48h	Cycloheximide cs
CC(C)NS(=O)(=O)c1ccc(CCC(=O)N2CCc3ccccc3C2)cc1	?	-7	2%	5%	0%	-4
Cc1nn(CC(=O)N2CCC3(CC2)OCCO3)c(=O)c2cc3ccccc3n12	-16%	-5	8%	-4%	11%	-2
CCOC(=O)N1CCN(C(=O)CSc2ccc(-c3ccncc3)nn2)CC1	-1%	-5	4%	-1%	-18%	-4
O=C(CN(Cc1ccco1)C(=O)c1cc(=O)[nH]c2ccccc12)Nc1ccccc1Br	9.3µM*	16	-2%	-6%	?	-1
CC(=O)N1CCN(c2ccccc2NC(=O)c2ccc3ccccc3c2)CC1	47%[activator]	54	-3%	-12%	?	10
CC[n+]1c(/C=C2\Sc3ccccc3N2C)ccc2cccc(C)c21	10%	-17	10%	/	?	-4
Cc1ccc(-n2c(C)cc(/C=N/NC(=O)c3ccncc3)c2C)c(C)c1	1.7µM*	13	7%[12.9 µM]	-11%	2.3µM*	14
O=C(CCCc1cccs1)N1CCN(S(=O)(=O)c2ccccc2Br)CC1	-16%[5.75 µM]	-4	6%	-2%	?	-3
Cc1[nH]c2ccc(-c3nnc(SCC(=O)NCc4ccco4)n3Cc3ccccc3)cc2c1C	?	9	-1%	-34%	/	8
O=C(N/N=C/c1ccco1)c1ccc(N2CCCC2=O)cc1	26%	11	-1%	-34%	27%	0
CCc1cc(C(=O)OC)c(NC(=O)CC2Nc3cc(C)c(C)cc3NC2=O)s1 (configuration not stated)	0%	13	-16%	-9%	12%	8
CC(C)(C)C(=O)NC(CC(=O)O)c1ccccc1 (configuration not stated)	28%	-11	2%	-12%	-9%	2
C=CCn1c2ccccc2c2nnc(SCCCn3c(=O)[nH]c4ccccc43)nc21	-11%	-6	7%	-1%	13µM*	1
CCn1c(SCc2nc(-c3ccccc3)no2)nc2ccccc21	?	13	-6%	16%	/	1
CCCOc1ccc(C(=O)CCN2CCN(C(=O)OCC)CC2)cc1	?	-8	-2%	100µM*	11%	-2
COC(=O)c1c(NC(=O)CSc2ncnc3[nH]ncc23)sc2c1CCC2	-21%	27	-1%	-14%	8%	-3
O=C(NC(=S)Nc1ccc(Cc2ccncc2)cc1)c1ccc(F)cc1	79%[activator]	27	-9%	?	?	18*
COc1cccc(CN2CCN(Cc3cccn3-c3cccnc3)CC2CCO)c1 (configuration not stated)	39%[activator]	-10	3%	-23%[57.1 µM]	?	-2
COc1cc(C(=O)Nc2cc(Cl)ccc2C)c(-n2cnnn2)cc1OC	21%	-8	0%	3%	11%	-1
CCN(C(C)=O)c1ccc(Oc2nc(OC)cc(OC)n2)cc1	-8%	1	11%	5%	22%	21
Cc1cc(SCc2ccccc2)nc(=O)[nH]1	35%[activator]	-17	1%	?	22%	-2
CC(=O)OCc1cc(-c2nn(C)c(=O)c3ccccc23)ccc1C	-21%	-11	-1%	-2%[57.1 µM]	36%[activator]	-2
CCOc1ccc(C(=O)N2CCN(c3cccc(C)c3C)CC2)cc1	17%	-2	-1%	2%	-24%	-3
Cc1ccc(C(=O)N2CCN(S(=O)(=O)c3ccc(C)cc3)CC2)cc1	13µM*	-8	2%	/	-17%	-1
O=S(=O)(/N=C(/Nc1cccc2ccccc12)c1ccccc1)c1ccccc1	155%[activator]	12	2%	6%	?	-3
Cc1cccc(Nc2nnc(SCC(=O)Nc3cccc(S(=O)(=O)N4CCCCC4)c3)s2)c1	-16%	78*	-2%	-9%	29%	29*
COc1ccc(-n2c(=O)c(CCC(=O)N(C)Cc3ccccc3C)nc3ccccc32)cc1	8.3µM*	-4	0%	-14%	10µM*	-2
Cc1ccc(NC(=O)C2C3C=CC4(O3)C2C(=O)N(CCCN2CCOCC2)C4C(=O)NC2CCCCC2)cc1Cl (configuration not stated)	2.1µM*	22	-2%	-29%	2%	-5
Cc1ccc(OCCCC(=O)Nc2nnc(C3CCCO3)s2)c(C)c1 (configuration not stated)	30%[activator]	19	5%	0%	-7%	-3
Cc1ccc(S(=O)(=O)NCC(=O)OCC(=O)N2N=C(c3ccc(Cl)cc3)CC2c2ccco2)cc1C (configuration not stated)	11%	20	0%	-10%	1%	4
CC(CN1CCCCC1)OC(=O)Cc1ccc(Cl)cc1 (configuration not stated)	/	-10	15%	0%	10%	-1
CCn1c(/C=C/c2ccc([N+](=O)[O-])o2)nc2ccccc2c1=O	?	-1	1%	?	?	-5
Clc1ccc(OCc2nn3c(-c4ccco4)nnc3s2)cc1	-23%	6	-3%	32µM*	15µM*	12
CCN(CC)C(=O)N1CCc2ccccc21	?	21	1%	/	-8%	-1
COc1ccc(/C=N/NC(=O)c2ccncc2)cc1COc1ccc(NC(C)=O)cc1	6%	-6	0%	8%	15%	2
CSCCC(NS(=O)(=O)c1cccs1)C(=O)NCc1ccc(C)cc1 (configuration not stated)	?	-9	2%	2%	19%	-2
O=[N+]([O-])c1ccc(NC(=S)NCC(c2cccnc2)N2CCOCC2)cc1 (configuration not stated)	?	-13	2%	?	-11%	7
CCc1nn(C(C)C(=O)NCc2cccc(Cl)c2)c(=O)c2cc3occc3n12 (configuration not stated)	-21%	18	/	5%	3%	2
CC(C)[C@]12O[C@H]1[C@@H]1O[C@]13[C@]1(O[C@H]1C[C@H]1C4=C(CC[C@@]13C)C(=O)OC4)[C@@H]2O	/	-14	9%	3%	/	-4
Cn1nc(C(=O)NCc2cccs2)c2ccccc2c1=O	?	-5	5%	-15%	-5%	0
Cc1ccc(OCC(=O)N2CCN(Cc3ccc4c(c3)OCO4)CC2)cc1	-1%	-1	?	-3%	18%	-1
Cc1cc(-c2ccc(C(C)C)c(S(=O)(=O)N3CCC(C)CC3)c2)on1	?	-4	-8%	-7%	12µM*	1
COc1cc(OC)cc(C(=O)NNS(=O)(=O)c2ccc(F)cc2)c1	?	-5	2%	4%	0%	-2
O=C(COC(=O)COc1ccccc1)Nc1ccccc1OC(F)F	57%[activator]	10	23%	-1%	45%[activator]	-1
C=CCn1c(SCC(=O)NC2CCS(=O)(=O)C2)nc2sc(CC)cc2c1=O (configuration not stated)	?	-7	4%	-15%	/	-2
O=C(NCCS(=O)(=O)N1CCN(c2ccccc2)CC1)C1CC(=O)N(c2ccc(F)cc2)C1 (configuration not stated)	13%	-7	-1%	-6%&12%	0%	8
NS(=O)(=O)c1ccc(-n2ncc3c(=O)[nH]c(SCC(=O)Nc4nccs4)nc32)cc1	?	-14	-17%	0%	-2%	-4
O=C(OCc1ccccn1)c1ccc(COc2ccccc2Cl)o1	?	34	/	8%	13%	30*
CN(C)CCN(C(=O)c1ccc2ccccc2c1)c1nc2ccc(Br)cc2s1	?	44	/	-12%	-10%	16*
CCc1ccc(NC(=O)Cn2nnc(C(=O)NCc3cccs3)c2N)cc1	?	22	1%	7%	25%	-4
CCOC(=O)N1CCC(N2CCN(Cc3ccc(C)o3)C(CCO)C2)CC1 (configuration not stated)	-19%	-3	3%	-7%	-7%	-2
CC1(C)c2[nH]c3ccccc3c2C[C@H]2C(=O)N(CCCO)CC(=O)N21	-1%	-3	-5%	-18%	16%	-1
Cc1ccc(-c2nnc(SCC(=O)N/N=C/c3c(C)nn(-c4ccccc4)c3C)n2-c2ccccc2)cc1	4%	-11	8%	-14%	6%	1
Cc1cccc(NC(=O)c2ccc(OCc3c(C)noc3C)cc2)n1	-24%	/	/	-7%	?	/
CCN(Cc1ccccc1)C(c1ccccn1)c1nnnn1C1CCCCC1 (configuration not stated)	-32%	-21	0%	-23%	12µM*	-3
COc1ccc(C2CCCN2C(=O)Nc2ccccc2)cc1OC (configuration not stated)	?	-15	3%	?	/	-3

The closing 2 compounds of the section above come first, to join the parts.
molecule	Pf growth 96h	Shiga toxin inh	FBPA Giardia inh	Sm TGR block	Pf growth 48h	Cycloheximide cs
CCN(Cc1ccccc1)C(c1ccccn1)c1nnnn1C1CCCCC1 (configuration not stated)	-32%	-21	0%	-23%	12µM*	-3
COc1ccc(C2CCCN2C(=O)Nc2ccccc2)cc1OC (configuration not stated)	?	-15	3%	?	/	-3
Cc1nc2c(=O)oc3ccccc3c2n1-c1ccccc1	-27%	-13	1%	0%	?	-3
CCCCCCCn1c(NC(=O)CC)nc2ccccc21	0.93µM*	-2	-17%	34%	1.9µM*	-2
CCCCN1C=CC(=C2N=c3cccc([N+](=O)[O-])c3=N2)C=C1	44%[activator]	12	-6%	5%	86%[activator]	-2
CCN1CCN(C(=O)C2CCN(S(=O)(=O)N3CCC4(CC3)OCCO4)CC2)CC1	30%[activator]	-4	0%	-1%	114%[activator]	-4
O=C(CNC(=O)COc1ccccc1)NCc1cccnc1	23%	12	2%	-8%	28%	-5
COc1ccc(CCNC(=O)C(=O)NCC2CCCO2)cc1 (configuration not stated)	4.1µM*	11	7%	2%	19%	5
CCOC(=O)c1c(C)[nH]c(C(=O)OCC(=O)Nc2ccc(Cl)cn2)c1C	-5%	/	/	10%	-6%	/
CCOc1c(Cl)cc(C(=O)Nc2ccccc2C(=O)O)cc1Cl	?	14	5%	1%	56%[activator]	15
CN(C)S(=O)(=O)c1ccc2nnn(O)c2c1	-10%	-3	7%	?	21%	7
CC(C)Cn1c(O)c(N=NC(=O)c2cccc(S(=O)(=O)N3CCCCC3)c2)c2ccccc21	?	15	2%	-11%	?	-1
Cc1ccn2c(=O)nc(SCC(=O)OCc3ccccc3)nc2c1	?	/	/	-12%	?	/
O=C(CN(CC1CCCO1)C(=O)CNS(=O)(=O)c1ccccc1)NCc1ccco1 (configuration not stated)	22%	-6	12%	6%	0%	-1
CCOC(=O)N1CCC(N(CCOC)C(=O)Nc2ccc(Cl)c(Cl)c2)CC1	59%[activator]	-8	-4%	2%	?	-2
CCN(CC(=O)NCc1ccc(F)cc1)C(=O)CN1CCN(c2ccc(OC)cc2)CC1	-1%	-4	7.9µM*	6%	0%	-2
CC1CCCCC1NC(=O)C1CCN(S(=O)(=O)N2CCC3(CC2)OCCO3)CC1 (configuration not stated)	57%[activator]	19	1%	7%	7%	-3
CC1CCCN(C(=O)C2CC(=O)N(c3ccc(Cl)cc3)C2)C1 (configuration not stated)	?	17	1%	8%	9%	7
COc1ccccc1NS(=O)(=O)c1cc(NC(=O)c2ccco2)ccc1N1CCOCC1	10µM*	-4	-1%	-8%	?	9
Cc1ccc(C(=O)N/C(=C/c2ccco2)C(=O)N2CCC(C)CC2)cc1	?	-8	-16%	50µM*	?	3
CCCCCCC(=O)N(O)C1CC(=O)N(c2ccc(Cl)cc2)C1=O (configuration not stated)	10µM*	1	-16%	0.56µM*	4.1µM*	-2
CN(CC(=O)Nc1ccc(F)cc1)C(=O)Cc1ccsc1	-2%	/	/	-10%	?	/
COc1ccc(S(=O)(=O)c2c(O)c3ccc(C(=O)Nc4ccc(F)cc4)cc3[nH]c2=O)cc1	10%	-9	22%	2%	35%[activator]	13
CSc1ccccc1NC(=O)COC(=O)CSc1ccc(C)cc1	36%[activator]	/	/	-3%	3%	/
CNc1nnc(-c2cc3cc(Cl)ccc3oc2=O)s1	27%	-1	-2%	1%	/	8

Screening data (PubChem)
